procasp3 activ – activators of human procaspase-3 | recombinant procaspase-3 D3A, Ac-DEVD-pNA absorbance 405 nm | activation, % at 8.5 µM | 330,000 tested, 0.11% active;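 active means activation above the mean of all tested compounds plus 3 SD, cut at about 21% in these data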;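 further: 0% = DMSO alone and 100% = DMSO wells spiked with extra 5 µM PC-3 D3A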
Target sequence (P42574 whole entry D9A/D28A/D175A): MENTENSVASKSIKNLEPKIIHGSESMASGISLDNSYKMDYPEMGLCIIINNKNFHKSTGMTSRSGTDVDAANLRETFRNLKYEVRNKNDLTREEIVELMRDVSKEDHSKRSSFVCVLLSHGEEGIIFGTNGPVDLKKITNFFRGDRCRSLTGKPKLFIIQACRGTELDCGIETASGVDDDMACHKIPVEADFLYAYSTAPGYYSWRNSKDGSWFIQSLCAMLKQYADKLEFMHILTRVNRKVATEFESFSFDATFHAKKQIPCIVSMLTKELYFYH
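Test system: Procaspase-3 D3A mutant, all three cleavage aspartates alanine | Dosing: Single dose, 8.5 µM nominal compound, 0.8% DMSO | Schedule: 1 h preincubation, 2 h reaction | Technique: 405 nm absorbance of p-nitroaniline, reads at 0 and 120 min | Repeats: One well per compound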
procasp7 counter – counter-screen: procaspase-7 (human) activation; P55210; recombinant procaspase-7, Ac-DEVD-pNA absorbance 405 nm; D23A/D198A/D206A triple mutant, cannot self-cleave; scale: DMSO 0, 5 µM enzyme 100; activation, % at 8.5 µM; 330,000 tested, 0.093% active; AID 463210;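 active means percent activation above the screen-wide mean plus 3 SD, cut at about 25% in these data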
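Material: Procaspase-7 triple mutant (PC-7 D3A) | Quantity: 2 µM procaspase-7 mutant as dispensed | Reagent: DEVD-pNA substrate | Times: 1 h preincubation, 2 h reaction | Technique: 405 nm absorbance of p-nitroaniline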
PP1 inh – blocks human PP1-alpha phosphatase, a PP5 counter-screen | P62136 | purified PP1alpha, OMFP fluorescence | inhibition, % at 6.7 µM | 320,000 tested, 0.9% active | AID 2235;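 active means inhibition above the mean inhibition of all tested compounds plus 3 SD, computed separately for each screening campaign, cut at about 15% in these data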
Target sequence (P62136 whole entry, looked up): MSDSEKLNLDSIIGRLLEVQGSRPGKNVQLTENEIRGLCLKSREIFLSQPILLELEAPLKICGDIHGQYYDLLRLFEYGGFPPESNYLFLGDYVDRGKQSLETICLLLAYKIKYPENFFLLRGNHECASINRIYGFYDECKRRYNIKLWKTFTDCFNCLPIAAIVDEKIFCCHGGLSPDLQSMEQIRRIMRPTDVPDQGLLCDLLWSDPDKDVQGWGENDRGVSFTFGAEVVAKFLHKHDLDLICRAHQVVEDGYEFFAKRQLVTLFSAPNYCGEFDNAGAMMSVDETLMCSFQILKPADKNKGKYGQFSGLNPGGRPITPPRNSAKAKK
GASC-1 inh – blocks human GASC-1 demethylase activity | Q9H3R0 | GST-JMJD2C(1-420) H3K9me3 demethylation, DELFIA europium | inhibition, % at 2.35 µM | 330,000 tested, 0.069% active;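 active means more than half of a compound's replicate wells show inhibition beyond 50%, single wells judged on their own value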;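 further: signal counts dimethyl H3K9 product captured on neutravidin plate; 0% = median of DMSO wells and 100% = 0.3 times that DMSO median; strong numbers were not always called active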
VLA-4 inh – inhibition in a human VLA-4 binding assay. 330,000 tested, 0.2% active. AID 2557. inhibition, % (about 7 µM as worked out from the volumes in the protocol). P13612. VLA-4 expressing cells, ligand binding flow cytometry; in the data active means inhibition above about 50%
core dimer inh – HCV core protein dimerization inhibition | 300,000 tested, 0.33% active | inhibition, % at 5 µM | TR-FRET GST/Flag-core106 dimerization, 1536-well;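 active means inhibition above the mean of all tested compounds plus 3 SD, set per screening campaign, cut at about 45% in these data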
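test system = GST/Flag-tagged HCV core106 proteins | probe or stimulus = Eu donor and XL665 acceptor anti-tag antibodies | times = compound-protein-antibody incubation 4 h at 22.5 °C | signal = TR-FRET, excitation 340 nm, emission 617 and 671 nm | measure = percent inhibition of core106 dimerization signal | controls = wells lacking GST-core106 and wells with excess unlabelled core106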
GRK2 inh – inhibitors of human GRK2 displacing RNA aptamer; 330,000 tested, 0.59% active; bead flow cytometry, FAM-aptamer displacement from GRK2; inhibition of aptamer binding, % at 10 µM;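 active means inhibition of aptamer binding above 40%, roughly 3 SD of noise, on plates passing a quality check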;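 further: median bead fluorescence of bound FAM aptamer so fluorescent compounds give negative values; no value below 0 was filed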
CTSL1 counter – cathepsin L1 inhibition, PFM18AAP counter-screen; 300,000 tested, 0.49% active; recombinant F. hepatica cathepsin L1, Z-Leu-Arg-MCA fluorescence; inhibition, % at 5.96 µM;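 active means inhibition above the mean of all tested compounds plus 3 SD, set per screening campaign, cut at about 17% in these data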;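 further: 0% = plate median of test compound wells and 100% = 1 µM Z-Phe-Ala-diazomethylketone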
PP5 inh – PP5 (human) phosphatase inhibition; purified PP5c, OMFP substrate fluorescence; inhibition, % at 6.7 µM; 320,000 tested, 0.18% active; AID 1987;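 active means inhibition above the campaign's mean inhibition across all tested compounds plus 3 SD, cut at about 9.5% in these data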;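 further: 0% = DMSO only and 100% = 100 µM cantharidin control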
Target sequence (P53041 whole entry, looked up): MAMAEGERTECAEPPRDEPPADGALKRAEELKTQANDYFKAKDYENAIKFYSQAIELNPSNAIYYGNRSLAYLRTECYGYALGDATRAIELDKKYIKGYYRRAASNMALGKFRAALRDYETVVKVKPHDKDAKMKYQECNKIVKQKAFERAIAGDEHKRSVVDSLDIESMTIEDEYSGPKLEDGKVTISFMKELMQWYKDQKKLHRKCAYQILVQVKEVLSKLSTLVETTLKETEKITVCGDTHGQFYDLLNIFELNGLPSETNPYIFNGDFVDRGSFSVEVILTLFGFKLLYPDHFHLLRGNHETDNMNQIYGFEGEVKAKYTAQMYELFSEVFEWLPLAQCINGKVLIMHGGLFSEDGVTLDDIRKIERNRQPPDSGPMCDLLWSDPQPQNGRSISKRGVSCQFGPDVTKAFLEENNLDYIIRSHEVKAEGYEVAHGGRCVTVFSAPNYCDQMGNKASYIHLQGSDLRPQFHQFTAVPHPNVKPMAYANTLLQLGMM
* = called active by the depositor; . = not tested or not shown.

SMILES | procasp3 activ | procasp7 counter | PP1 inh | GASC-1 inh | VLA-4 inh | core dimer inh | GRK2 inh | CTSL1 counter | PP5 inh
CC(C)(C)C(=O)N1CCN(c2ccc([N+](=O)[O-])cc2Cl)CC1 | 2.1 | -14.4 | -1.4 | 5.7 | -20.0 | 3.5 | 0.0 | 0.5 | -0.7
COc1ccc(OC)c(/C=C/C(=O)OCC(=O)N2C(C)CCCC2C)c1 (stereo not given) | 6.8 | 7.7 | . | -5.1 | 9.7 | . | 5.0 | . | .
CC1=NN(C(C#N)c2ccccc2O)C(C)(C)C1 (stereo not given) | 4.2 | -4.2 | 3.1 | -11.6 | 2.2 | -3.6 | 0.0 | -2.2 | 1.3
Cc1nnc(SCC2CCCO2)n1-c1ccccc1 (stereo not given) | 3.0 | 4.9 | -4.6 | -1.2 | 7.0 | -2.3 | 1.0 | 0.3 | 0.4
CCOc1cc(N2CCOCC2)c(OCC)cc1NC(=O)CN1C(=O)NC2(CCc3ccccc32)C1=O (stereo not given) | -0.6 | -2.1 | -4.9 | -1.8 | 1.3 | -5.8 | 0.0 | 3.2 | -0.8
Nc1nnc(CC(=O)N/N=C/c2cccc([N+](=O)[O-])c2)s1 | 2.8 | 10.6 | -2.7 | 0.1 | 1.3 | 0.2 | 1.0 | 2.0 | 0.5
CCCn1c(N)c(C(=O)CSc2nnc(C3CC3)n2Cc2ccccc2)c(=O)n(C)c1=O | 8.8 | -11.8 | -3.4 | -4.8 | 5.6 | . | 1.0 | . | 3.4
CCCCCn1c(SCCC(C)C)nc2c1c(=O)[nH]c(=O)n2C | -6.0 | -13.7 | 0.2 | 5.0 | 6.7 | 19.2 | 0.0 | 5.3 | 4.6
N#Cc1c(-c2ccccc2)cc(-c2ccccc2)[nH]c1=O | -10.7 | 5.3 | -2.5 | 4.0 | 2.6 | 9.4 | 60.0* | 2.9 | 3.0
C[C@H](NC(=O)[C@@H]1Cc2ccccc2CN1)C(=O)NC1CCCCC1 | 4.6 | 2.0 | 2.0 | 1.8 | -0.8 | -2.1 | 0.0 | 12.6 | -0.9
O=C(O)CNC(=O)/C=C/c1c(Cl)cccc1Cl | 8.3 | 4.5 | -2.1 | -1.4 | 10.4 | -0.3 | 0.0 | -0.3 | -3.0
CCn1c2ccccc2c2cc(NC(=O)CSc3nnnn3-c3ccccc3)ccc21 | -7.3 | 7.3 | 5.5 | -5.4 | -3.5 | 24.4 | 4.0 | -8.1 | 5.5
CCCCOC(=O)c1ccc(OC(=O)N2CCOCC2)cc1 | -0.6 | 5.6 | 1.3 | 8.9 | -3.9 | -2.7 | 1.0 | -2.4 | -1.7
COc1ccccc1NC(=O)N1CCCC1C(=O)NCc1cccs1 (stereo not given) | -4.6 | 4.6 | 4.0 | -35.5 | -11.8 | -17.1 | 3.0 | 2.2 | 0.5
CCS(=O)(=O)c1nc(S(=O)(=O)c2ccc(Cl)cc2)c(N2CCC3(CC2)OCCO3)s1 | 3.5 | -1.1 | -3.1 | -23.1 | 5.5 | 3.6 | 0.0 | 3.5 | 0.0
C[C@@H]1COC(=O)[C@H](CC(=O)OC(C)(C)C)C/C=C\C[C@@H](CC(=O)N(CCO)Cc2ccccc2)C(=O)N1 | -3.7 | 6.2 | . | 5.4 | 8.6 | . | 8.0 | . | .
CCOC(=O)C1CCCN(c2nc3ccccc3nc2C(C#N)C(=O)OCC)C1 (stereo not given) | 1.2 | 1.8 | 21.0* | -1.2 | 7.5 | 9.5 | 0.0 | 1.8 | 4.0
O=C(c1cc(-c2ccc(Cl)c(Cl)c2)on1)N1CCCCC1 | 1.5 | 12.8 | 0.4 | 8.1 | -1.0 | -1.7 | 0.0 | -1.7 | 6.7
COc1ccc(C(=O)N(Cc2ccccc2)c2cccc(C)c2)c(OC)c1OC | 5.6 | 13.1 | -2.1 | -2.1 | 12.0 | 14.0 | 5.0 | -0.7 | -0.1
Cc1ccc(CSc2ccc3nnc(-c4ccccn4)n3n2)cc1 | 7.8 | 2.8 | 16.0* | 4.9 | 1.6 | 9.7 | 4.0 | 0.1 | 0.4
O=C(CN(CC1CCCO1)C(=O)CNS(=O)(=O)c1ccccc1)NCc1ccccc1 (stereo not given) | 3.5 | -1.4 | 1.3 | 0.6 | 11.7 | 0.5 | 1.0 | 0.7 | 0.5
O=C1NC[C@@H](c2ccccc2)OC(=O)[C@H](Cc2ccc(F)cc2)C/C=C\C[C@H]1CC(=O)N(CCO)Cc1ccccc1 | -3.2 | -0.5 | . | -4.0 | -5.7 | . | 0.0 | . | .
O=C(CNC1C(=O)Nc2ccccc21)Sc1ccccc1 (stereo not given) | -6.8 | -1.6 | -2.1 | -6.5 | -11.1 | 2.4 | 0.0 | 6.3 | 1.9
Cc1c(NC(=O)CC(C)C)c(=O)n(-c2ccccc2)n1C | 7.5 | 6.1 | 2.4 | -5.1 | 8.2 | -7.9 | 0.0 | -3.4 | 2.8
CCN(CC)S(=O)(=O)c1ccc(C(=O)Nc2nnc(-c3ccco3)o2)cc1 | -10.0 | 3.4 | 5.7 | 3.6 | -5.3 | 3.4 | 0.0 | 1.6 | 2.1
COc1ccc(NC2CCCN(C(=O)CCOc3ccccc3)C2)cc1 (stereo not given) | -1.7 | 4.1 | 0.7 | -8.9 | 10.5 | 1.7 | 0.0 | 0.8 | -0.9
Cn1c2ccccc2c(=O)c2c(=O)n(-c3ccccc3)c(C3CCCCC3)nc21 | 4.9 | -3.4 | 9.6 | -2.9 | -4.5 | 20.0 | 1.0 | -0.5 | 1.8
CN(C)c1ccc(/C=C/c2cc[n+]([O-])cc2)cc1 | -23.0 | -20.1 | -3.5 | 7.2 | 8.1 | -28.4 | 0.0 | 4.0 | -1.1
Cc1c(C(=O)NN)nc2ccccn12 | -1.5 | -1.6 | -1.2 | 16.1 | 4.9 | 3.9 | 2.0 | -2.2 | 2.4
COc1ccccc1NC(=O)CN(c1ccc(C23CC4CC(CC(C4)C2)C3)cc1)S(C)(=O)=O | 2.3 | -3.6 | -0.2 | -15.1 | -4.2 | 13.6 | 0.0 | 0.3 | 9.1
CC(=O)N(CCC(Cc1ccccc1)c1ccc2c(c1)OCO2)Cc1ccccc1F (stereo not given) | -5.8 | 6.1 | 5.5 | -6.3 | 3.6 | 10.7 | 0.0 | 2.3 | 5.6
Cc1cccc(NC(=O)CSc2nc3ccccc3nc2N2CC(C)OC(C)C2)c1 (stereo not given) | 18.4 | -0.9 | 3.6 | 6.8 | -7.1 | -8.9 | 0.0 | -2.5 | 2.4
CN(C)c1ccc(O)c2c1CC1CC3C(N(C)C)C(=O)C(C(N)=O)=C(O)[C@@]3(O)C(=O)C1=C2O (stereo not given in full) | -0.4 | -14.1 | 10.3 | -9.1 | 23.8 | -2.8 | 0.0 | 3.6 | 1.2
OC(C#CCN1CCOCC1)(c1ccccc1)C1CC1 (stereo not given) | 1.1 | 4.4 | -0.7 | 11.7 | 4.7 | -1.6 | 0.0 | -3.2 | 2.2
CCOC(=O)CN1C(=O)C(CC)Oc2ccc(Cl)cc21 (stereo not given) | -3.7 | 4.8 | -2.5 | -3.0 | -5.1 | -2.8 | 2.0 | 2.8 | -1.8
Cc1ccc(O)c(C2=NNC(O)(C(F)(F)F)C2)c1 (stereo not given) | 2.1 | -0.9 | -0.9 | -7.0 | 15.6 | -1.4 | 2.0 | 3.0 | 3.4
COc1ccc(/C=N/Nc2ncnc3sc4c(c23)CCCC4)cc1O | -5.4 | -17.6 | 4.4 | -6.3 | -9.7 | -10.4 | 1.0 | 2.9 | 4.7
CC1CCN(S(=O)(=O)CCNC(=O)c2ccccc2)CC1 | 8.9 | 5.1 | -1.8 | -2.8 | 21.8 | -1.9 | 0.0 | 2.8 | 0.0
O=C(/C=C/c1ccco1)N(c1ccccn1)c1ccccn1 | 4.3 | 4.8 | -4.7 | -1.2 | 2.9 | 30.4 | 37.0 | -2.6 | -0.3
O=C(Nc1ccc(F)cc1)c1cccc2c1C(=O)N(CC1CCCO1)C2 (stereo not given) | 1.0 | 8.1 | -4.8 | -7.8 | -1.2 | -15.1 | 0.0 | 0.1 | 2.1

Record cards (already shown). Screens in order: procasp3 activ | procasp7 counter | PP1 inh | GASC-1 inh | VLA-4 inh | core dimer inh | GRK2 inh | CTSL1 counter | PP5 inh
`O=C(Nc1ccc(F)cc1)c1cccc2c1C(=O)N(CC1CCCO1)C2` (stereo not given) is entered as 1.0 | 8.1 | -4.8 | -7.8 | -1.2 | -15.1 | 0.0 | 0.1 | 2.1
`CC(=O)N(CCC(Cc1ccccc1)c1ccc2c(c1)OCO2)Cc1ccccc1F` (stereo not given) is entered as -5.8 | 6.1 | 5.5 | -6.3 | 3.6 | 10.7 | 0.0 | 2.3 | 5.6
`CN(C)c1ccc(/C=C/c2cc[n+]([O-])cc2)cc1` is entered as -23.0 | -20.1 | -3.5 | 7.2 | 8.1 | -28.4 | 0.0 | 4.0 | -1.1
`CCOC(=O)CN1C(=O)C(CC)Oc2ccc(Cl)cc21` (stereo not given) is entered as -3.7 | 4.8 | -2.5 | -3.0 | -5.1 | -2.8 | 2.0 | 2.8 | -1.8
`Cc1cccc(NC(=O)CSc2nc3ccccc3nc2N2CC(C)OC(C)C2)c1` (stereo not given) is entered as 18.4 | -0.9 | 3.6 | 6.8 | -7.1 | -8.9 | 0.0 | -2.5 | 2.4

Carrying on:
SMILES | procasp3 activ | procasp7 counter | PP1 inh | GASC-1 inh | VLA-4 inh | core dimer inh | GRK2 inh | CTSL1 counter | PP5 inh
O=C1c2ccccc2S(=O)(=O)N1CC(O)COc1ccc(Cl)cc1 (stereo not given) | 0.3 | -4.5 | -1.9 | 2.5 | -2.0 | 0.1 | 1.0 | 3.0 | 1.3
COC(=O)c1c(NC(=O)COC(=O)CCS(=O)(=O)c2ccc(C)cc2)sc(C)c1C | 5.1 | -4.5 | 7.3 | 1.5 | 11.1 | 11.6 | 1.0 | -50.5 | 4.9
COc1ccc(-c2cc(C(=O)N(C)CC(=O)Nc3ccccc3Cl)c3ccccc3n2)cc1OC | -5.3 | 9.6 | 8.5 | -1.3 | -2.8 | 0.0 | 6.0 | 1.9 | 1.9
COc1cc(/C=C/C(=O)O)cc(S(=O)(=O)Nc2cc(C(F)(F)F)ccc2N2CCOCC2)c1OC | 3.3 | 1.7 | . | 2.7 | -3.9 | . | 1.0 | . | .
COc1ccc2cc(C(=O)C3CCCN(C(=O)c4snnc4C)C3)ccc2c1 (stereo not given) | -4.9 | 3.4 | 1.8 | 2.1 | 7.4 | 7.9 | 2.0 | -0.9 | 1.3
Cc1ccc(S(C)(=O)=O)cc1C(=O)Nc1cccc(S(=O)(=O)N2CCCCCC2)c1 | 4.4 | 2.2 | -4.7 | -4.3 | -13.2 | . | 1.0 | . | -0.2
FC(F)(F)c1nnc2ccc(N3CCOCC3)nn12 | 0.9 | 1.1 | -2.0 | 10.1 | -4.6 | -3.9 | 1.0 | -1.2 | -1.1
CC(C)CNS(=O)(=O)c1ccc(CCC(=O)NCc2ccco2)cc1 | -8.8 | 1.6 | -0.3 | -2.2 | 2.9 | 2.2 | 0.0 | 0.3 | 2.7

Assay outcomes as filed in PubChem.

Hits appear at their usual frequency. About 2.6% of those tested had a hit in this group.
